Compound activity deposited in PubChem BioAssay by several laboratories.
H9c2 protect: cardioprotection against H2O2-induced cell death, primary screen, uHTS, H9c2 cells, ATPLite luminescence; H9c2 cardiomyocytes, H2O2 injury protection, 2 h; protection from H2O2 cell death, % at 20 µM; 360,000 compounds, 0.63% hits;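 active = compounds giving at least 50% protection of heart cells from peroxide-induced death in the single-dose screen, raw or plate-pattern-corrected value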;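 note: 0% = DMSO wells with peroxide and 100% = DMSO wells without peroxide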
MC4R ag barr: MC4R agonists recruiting beta-arrestin, primary screen, cell-based, luminescence, agonist arm of biased-ligand search | 360,000 compounds, 0.98% hits | activation, % at 8.9 µM | Melanocortin receptor 4 (Homo sapiens), P32245 | U2OS MC4R beta-arrestin complementation; percent of melanotan II response, DMSO zero;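 active = activation above a per-plate cutoff, the mean activation of sample wells on that plate plus 3 SD, cut at about 8% in these data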
Target sequence (P32245 whole entry, looked up): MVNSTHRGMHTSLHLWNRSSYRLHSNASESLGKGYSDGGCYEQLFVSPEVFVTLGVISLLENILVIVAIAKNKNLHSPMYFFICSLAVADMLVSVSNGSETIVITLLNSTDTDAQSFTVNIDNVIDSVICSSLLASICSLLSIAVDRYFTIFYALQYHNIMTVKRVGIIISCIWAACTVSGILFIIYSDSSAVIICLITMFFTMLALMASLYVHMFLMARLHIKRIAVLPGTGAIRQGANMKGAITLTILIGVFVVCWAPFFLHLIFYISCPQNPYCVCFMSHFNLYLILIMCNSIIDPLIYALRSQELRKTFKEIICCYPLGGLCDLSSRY
MC4R antag cAMP: MC4R antagonists of cAMP signaling, primary screen, cell-based, TR-FRET, antagonist arm of biased-ligand search; Melanocortin receptor 4 (Homo sapiens), P32245; MC4R-expressing cells, MTII-stimulated cAMP, LANCE TR-FRET; inhibition, % at 6.5 µM; 360,000 compounds, 0.48% hits; AID 540295, 2011;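 active = inhibition above its plate's cutoff, the mean of tested wells on that plate plus 3 SD, cut at about 29% in these data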;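 note: 0% = Melanotan II alone and 100% = Melanotan II plus saturating MCL0020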
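System: U2OS-MC4R stable cell line; Technique: Eu-cAMP/anti-cAMP TR-FRET, emission 671 nm; Repeats: single well per compound; Also added: Melanotan II; Dosing: one concentration, 6.5 µM nominal; Schedule: 30-min compound, 1-h challenge, 1-h detection, room temperature.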
Vif inh: HIV Vif self-association inhibitors, primary screen, imaging, HEK293T, single point. 340,000 compounds, 0.35% hits. inhibition, % at 7.49 µM. HEK293T cells, Vif self-association by quenched fluorescence, 24 h. AID 602346, 2012; in the data active = inhibition above about 50%, passing the limit was not always enough; note: some results filed as inactive read as strong as hits
CaV13 ICDI inh: Primary screen for inhibitors of IQ motif and Ca2+-dependent inactivation inhibitor domain binding in CACNA1D, Förster resonance energy transfer in living cells, …; HEK cells, CFP/YFP FRET ICDI-IQ, plate reader, 10 min; percent FRET-ratio fall versus neutral wells; inhibition, % at 12.3 µM; 340,000 compounds, 0.098% hits;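 active = mean replicate inhibition of at least 30% and at least 1% of replicates passing that level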;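 note: 0% = median of the neutral control wells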
PDI inh: inhibitors of human PDI, primary screen, biochemical, turbidity, single point, plate reader; inhibition, % at 10 µM; 350,000 compounds, 0.052% hits; PDI insulin aggregation turbidity, A650, 90 min;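 active = mean inhibition across replicates of 30% or more, whatever share of single replicates reach that level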;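 note: absorbance from insulin aggregation driven by PDI reduction with DTT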
m5-HT2A agonist: mouse Htr2a agonists via beta-arrestin recruitment, primary screen, cell-based, luminescence; CHO-K1 mHTR2A beta-arrestin complementation; percent of 30 µM serotonin response; activation, % at 7.6 µM; 360,000 compounds, 0.66% hits; AID 624169, 2012;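 active = activation above a run cutoff, the mean activation of all tested compounds plus 3 SD, cut at about 14% in these data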;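 note: 0% = plate median of compound wells and 100% = 30 µM serotonin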
Target sequence (P35363 whole entry, looked up): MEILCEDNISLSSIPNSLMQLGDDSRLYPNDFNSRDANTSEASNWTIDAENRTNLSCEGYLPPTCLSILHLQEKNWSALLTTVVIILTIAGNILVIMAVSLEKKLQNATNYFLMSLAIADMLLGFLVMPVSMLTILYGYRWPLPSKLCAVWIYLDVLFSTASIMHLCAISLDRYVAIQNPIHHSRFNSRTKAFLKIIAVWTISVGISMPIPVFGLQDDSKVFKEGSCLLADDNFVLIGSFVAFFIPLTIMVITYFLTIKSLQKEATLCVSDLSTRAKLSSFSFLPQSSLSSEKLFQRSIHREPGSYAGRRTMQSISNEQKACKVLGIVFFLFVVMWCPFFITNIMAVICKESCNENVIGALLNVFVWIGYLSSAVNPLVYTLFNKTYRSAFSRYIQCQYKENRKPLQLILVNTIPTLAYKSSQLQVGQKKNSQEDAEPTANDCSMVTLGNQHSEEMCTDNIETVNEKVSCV
ABCB6 inh 2: ABCB6 transporter inhibitors, primary screen, K562-ABCB6 cells, flow cytometry, MLPCN library; ATP-binding cassette sub-family B member 6 (Homo sapiens), Q9NP58; K562-ABCB6 porphyrin accumulation, 1 h; stronger effect = lower value; fluorescence ratio to DMSO, % at 10 µM; 360,000 compounds, 0.19% hits;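 active = fluorescence ratio to DMSO below 75%, the collection mean minus 3 SD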;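 note: signal is porphyrin accumulated inside mitochondria; 100% equals median channel fluorescence of DMSO control wells; lower ratio means ABCB6 inhibition with less porphyrin fluorescence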
Glyco luc inh: increase of ERlucT glycosylation luciferase signal, primary screen, N-linked glycosylation inhibitor project, D54 ERlucT cells, luminescence, set 2; D54 ERlucT glycosylation luciferase reporter, 24 h; percent of 100 nM tunicamycin response; reporter increase, % at 12.5 µM; 360,000 compounds, 0.23% hits;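 active = mean luciferase reporter signal, scaled so untreated is 0 and the glycosylation-blocking control 100, at or above a set limit in every replicate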;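 note: luciferase carries N-glycosylation sites so blocking glycosylation raises the light; 0% = median of neutral control wells and 100% = median of 100 nM tunicamycin wells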
aDG glyco act: activators of alpha-DG glycosylation, primary screen, uHTS, Pro5-aDG cells, AlphaScreen; alpha-DG glycosylation AlphaScreen (IIH6); 0% Pro5, 100% B10-LARGE cell signal; activation, % at 10 µM; AID 624168, 2012; 360,000 compounds, 0.22% hits;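 active = activation of at least 8% versus controls, or a plate z-score of at least 8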;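 note: Pro5 are CHO cells carrying HIG-tagged alpha-DG that lacks glycosylation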
The depositor's hits bear a star; · = no result given.

SMILES	H9c2 protect	MC4R ag barr	MC4R antag cAMP	Vif inh	CaV13 ICDI inh	PDI inh	m5-HT2A agonist	ABCB6 inh 2	Glyco luc inh	aDG glyco act
COC(=O)c1ccc(Cl)c(NC(=O)Cc2ccccc2[N+](=O)[O-])c1	1	6.4	10	-4	-17	-5	2	101	0	0.3
O=C(Nc1ccc([N+](=O)[O-])cn1)C1CC2CCC1C2 (stereo not drawn)	-2	-1.0	5	2	-7	-1	-1	103	-2	-0.2
CCC(NC(=O)Nn1cnnc1)(C(F)(F)F)C(F)(F)F	2	-0.5	-2	-3	-14	-2	3	97	2	-0.2
Cc1ccc(NC(=O)C(C)OC(=O)C2CC3CCCC(C2)C3=O)cc1S(=O)(=O)N1CCOCC1 (stereo not drawn)	0	0.2	-1	21	-6	8	1	100	1	-0.2
N/C(=N\OC(=O)Cc1ccccc1)c1ccccn1	-2	-0.8	10	5	·	-12	2	99	1	0.1
NC(=O)C1CCN(c2ccc(S(=O)(=O)N3CCCCC3)cc2[N+](=O)[O-])CC1	-4	2.0	2	0	-6	-4	-2	102	-2	-0.2
CCCCn1c(N)c(N(CCOC)C(=O)c2ccc(Cl)c(S(=O)(=O)N3CCCC3)c2)c(=O)[nH]c1=O	3	-2.7	3	-15	-6	3	-1	96	1	-0.2
CN(c1ccccc1)S(=O)(=O)CS(=O)(=O)N(C)c1ccccc1	-4	-1.1	-1	4	-6	-6	-1	94	-2	0.1
O=C(COC(=O)c1ccc[nH]c1=O)NCCc1ccc(F)cc1	14	-1.8	1	3	9	-6	6	96	2	-0.1
COc1ccc(NS(=O)(=O)c2cccc(C(=O)NCC3(N(C)C)CCCCC3)c2)cc1	1	-4.2	0	6	-2	-4	0	96	-2	0.2
Cc1ccccc1OCCC(=O)OCC(=O)c1c(N)n(CC(C)C)c(=O)n(C)c1=O	-10	2.7	7	-3	·	-3	10	94	0	4.2
COc1cc(C(=O)NC(=S)Nc2ccc3ccccc3c2)cc(OC)c1OC	6	0.9	17	4	-15	-2	-1	99	-1	-0.2
COc1ccc(CCN2C(=S)N(c3ccccc3)C(=O)C2CC(=O)O)cc1OC (stereo not drawn)	4	0.5	15	-10	-19	-2	1	100	1	0.2
Cc1cccc(C)c1NC(=O)COC(=O)[C@@H]1CCCN1C(=O)c1cccs1	-3	-1.5	4	4	-7	-76	-1	98	1	0.0
CC(=O)N1c2ccc(S(=O)(=O)NCCC(=O)Nc3ccc(OC(F)(F)F)cc3)cc2CC1C (stereo not drawn)	-12	-1.7	0	-3	-15	-2	1	103	-2	1.6
C[C@H](NC(=O)c1[nH]cnc1C(=O)Nc1ccc(CNC(=O)OC(C)(C)C)cc1)C(=O)OC(C)(C)C	22	4.3	23	-15	-6	-2	19*	94	-7	-0.3
O=C(NC(=S)Nc1ccccc1)c1cc([N+](=O)[O-])ccc1N1CCOCC1	-1	-2.4	13	16	-5	11	1	97	-3	-0.3
CCNC(=S)N(CCN(C)C)Cc1cc2cc3c(cc2[nH]c1=O)OCO3	5	0.4	4	-6	-4	-4	-1	96	3	0.1
O=C(NCCc1ccccc1)c1cccc(NC(=O)C2CCC2)c1	13	-0.2	3	-3	-8	3	-2	98	-3	-0.1
CC(CNS(=O)(=O)c1ccccc1)(c1ccccc1)N1CCCCC1 (stereo not drawn)	0	1.0	2	3	-2	-2	1	96	-3	-0.1
CC(Oc1ccc(Cl)cc1)/C(N)=N/O (stereo not drawn)	4	2.9	-1	-3	-6	1	2	95	0	-0.1
Nn1c(=O)c2ccccc2n2c(SCc3ccc(C(F)(F)F)cc3)nnc12	-2	-1.1	5	-1	-5	4	0	96	-1	-0.2
Cc1cc(OCC(=O)NC2CCN(C)CC2)ccc1[N+](=O)[O-]	-6	-2.4	-7	2	-2	-2	0	102	1	0.0
O=C(O)Cc1sc(Nc2ccccc2)nc1-c1ccc(Cl)cc1	7	-1.9	-8	0	-26	-4	-8	124	2	0.0

10 structures already listed, ordered by length of the SMILES, low to high.
SMILES	H9c2 protect	MC4R ag barr	MC4R antag cAMP	Vif inh	CaV13 ICDI inh	PDI inh	m5-HT2A agonist	ABCB6 inh 2	Glyco luc inh	aDG glyco act
CC(Oc1ccc(Cl)cc1)/C(N)=N/O (stereo not drawn)	4	2.9	-1	-3	-6	1	2	95	0	-0.1
O=C(O)Cc1sc(Nc2ccccc2)nc1-c1ccc(Cl)cc1	7	-1.9	-8	0	-26	-4	-8	124	2	0.0
CC(CNS(=O)(=O)c1ccccc1)(c1ccccc1)N1CCCCC1 (stereo not drawn)	0	1.0	2	3	-2	-2	1	96	-3	-0.1
COc1cc(C(=O)NC(=S)Nc2ccc3ccccc3c2)cc(OC)c1OC	6	0.9	17	4	-15	-2	-1	99	-1	-0.2
CCNC(=S)N(CCN(C)C)Cc1cc2cc3c(cc2[nH]c1=O)OCO3	5	0.4	4	-6	-4	-4	-1	96	3	0.1
COc1ccc(CCN2C(=S)N(c3ccccc3)C(=O)C2CC(=O)O)cc1OC (stereo not drawn)	4	0.5	15	-10	-19	-2	1	100	1	0.2
Cc1cccc(C)c1NC(=O)COC(=O)[C@@H]1CCCN1C(=O)c1cccs1	-3	-1.5	4	4	-7	-76	-1	98	1	0.0
O=C(NC(=S)Nc1ccccc1)c1cc([N+](=O)[O-])ccc1N1CCOCC1	-1	-2.4	13	16	-5	11	1	97	-3	-0.3
CC(=O)N1c2ccc(S(=O)(=O)NCCC(=O)Nc3ccc(OC(F)(F)F)cc3)cc2CC1C (stereo not drawn)	-12	-1.7	0	-3	-15	-2	1	103	-2	1.6
C[C@H](NC(=O)c1[nH]cnc1C(=O)Nc1ccc(CNC(=O)OC(C)(C)C)cc1)C(=O)OC(C)(C)C	22	4.3	23	-15	-6	-2	19*	94	-7	-0.3

Remaining list, next part:
SMILES	H9c2 protect	MC4R ag barr	MC4R antag cAMP	Vif inh	CaV13 ICDI inh	PDI inh	m5-HT2A agonist	ABCB6 inh 2	Glyco luc inh	aDG glyco act
Nc1nc(CSc2ccccc2)nc(N2CCCCC2)n1	-2	4.0	-2	5	-16	3	4	103	-2	0.0
CCCN(CC(=O)Nc1ccccc1C)C(=O)COc1ccc2c(c1)CCC2	-2	-2.1	3	-4	-2	2	-4	84	0	-0.2
CCCCNc1c(-c2ccc(OC)c(Sc3ccc(OC)cc3)c2)nc2ccccn12	-21	5.5	46*	-1	·	13	14	92	-6	-0.3
CC(NC(=O)COC(=O)CNS(=O)(=O)/C=C/c1ccccc1)c1ccccc1 (stereo not drawn)	-4	1.9	30*	-4	-2	-3	12	101	-1	0.3
Cc1ccc(C(=O)Nc2ccc(S(=O)(=O)Nc3cnc4ccccc4n3)cc2)cc1	-6	0.9	10	-5	-3	0	5	91	4	-0.1
Oc1ccccc1N1CCN(CC(O)COC2CCCc3ccccc32)CC1 (stereo not drawn)	4	-0.1	-8	5	-19	-7	-11	93	-2	0.1
O=C(Nc1cc(S(=O)(=O)N2CCCCC2)ccc1Cl)c1ccncc1	1	-0.7	3	10	-3	8	3	95	1	0.1
CCCCNC(=O)C1Cc2cc(S(=O)(=O)N3CCCC3)ccc2N1C(C)=O (stereo not drawn)	-2	-0.8	1	-12	-5	6	2	100	3	0.0
O=C(CSc1nc2cccnc2n1Cc1ccccc1)N1CCCC1	-2	-1.4	2	9	-4	1	-3	90	-4	-0.1
OCCC1CN(Cc2ccc3nsnc3c2)CCN1C1CCCC1 (stereo not drawn)	-8	-1.6	8	1	2	-2	-4	98	-1	0.0
NC(=O)c1nsc(C(=O)N(CC(=O)NC2CCCCC2)Cc2ccc(F)cc2)c1N	0	-0.8	11	-3	-4	10	-3	105	-4	0.0
Oc1ccc(-c2[nH]ncc2-c2ccc(Br)cc2)c(O)c1	-3	-1.2	-1	-16	-17	5	-9	95	-2	1.0
CC1(C)CC(=O)C2=C(C1)OC(N)=C(C#N)C2c1cn(-c2ccccc2)nc1-c1ccc(F)cc1 (stereo not drawn)	-5	-3.9	22	-2	-9	-1	-4	103	2	0.6
CC(Sc1nc(N)c2c3c(sc2n1)CSC(C)(C)C3)C(=O)Nc1ccccc1 (stereo not drawn)	-9	-0.5	21	-6	-5	9	-5	96	-2	0.1
CCCN1CCC(NC(=O)C2CC=CCC2C(=O)O)CC1 (stereo not drawn)	4	0.8	3	-2	·	-3	2	96	2	0.1
O=C(CSc1nnc(Cn2nnc3ccccc32)o1)Nc1ccc(Cl)cc1	4	-0.1	4	1	1	1	0	84	0	0.1
O=C(CCCn1ncn2c(cc3occc32)c1=O)N1CCc2ccccc2C1	7	-1.0	7	-16	·	0	-2	93	1	0.0
CCOC(=O)c1ccc(-n2c(C)ccc2C)cc1	4	-0.1	2	-3	-5	12	0	100	0	-0.3
COc1cccc(C(O)c2nc(-c3ccc(Cl)cc3)cs2)c1 (stereo not drawn)	-22	0.7	2	-5	-5	-5	0	98	-1	-0.3
COc1cccc2c1OCC/C2=N\NC(=O)COc1ccc(C)cc1	0	-0.4	1	-2	-6	-4	-4	103	2	0.1
CCOc1ccc2c(c1)c(N=O)c(O)n2C	5	-1.5	-8	-12	-5	-3	5	104	3	0.3
O=S(=O)(NCc1cc(-c2ccccc2)no1)c1ccc(Cl)cc1	-6	-0.3	7	-4	-3	0	-6	99	1	0.2
Cc1ccc(C(=O)N2CCN(S(=O)(=O)N3CCCCCC3)CC2)cc1	-4	0.2	8	-9	-7	-4	-6	100	0	-0.1
CCCCNC(=S)NC(C)(C)CO	0	-1.6	2	11	-3	-2	-3	98	0	0.3
CC(C)CCN1CCN(Cc2cccn2-c2ccccn2)CC1CCO (stereo not drawn)	1	0.1	-1	25	-4	1	0	102	0	0.8
COc1c(C)c2c(c(O)c1C/C=C(\C)CCC(=O)O)C(=O)OC2	-2	0.2	2	-14	·	·	5	102	-7	-0.4
O=c1c2[nH]c3ccccc3c2ncn1CCN1CCOCC1	3	-2.1	3	4	-4	-2	4	95	0	0.1
